Source: PubChem BioAssay (National Center for Advancing Translational Sciences (NCATS))
NPC1 prom act: activators of NPC1 promoter; Huh7 NPC1 promoter luciferase reporter, 24 h; hit rate 2.4% among 320,000; Potency, µM (titrated, usually from 9.22 µM), for inactives: at the top dose activation, actives largely listed as activators;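 further: potency means the concentration at half of the fitted maximal effect; % of control where 0% means no effect; nearly all actives have a fitted effect of over 60% in size; reporter is driven by a mutant NPC1 promoter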
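NPC1 promoter–luciferase Huh7 cells; 24 h compound; luminescence.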
Rab9 prom act: activates the Rab9 promoter. Huh7 Rab9 promoter-luciferase reporter, luminescence, 24 h. Potency, µM (doses to about 9.22 µM), without a hit: at the top dose activation, negative = inhibition, usual class: activators. hit rate 2.8% among 320,000. AID 485297; further: potency means the concentration at half of the fitted maximal effect; % of control where 0% means no effect; nearly all actives have a fitted effect of over 60% in size
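Luciferase signal after 10 min detection reagent at ambient indicates Rab9 promoter upregulation; stably transfected Huh7 cells were treated 24 h with compound in DMSO at 37 °C, 5% CO2.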
VP16 counter: Gal4-VP16 reporter inhibition counter-screen; Drosophila S2 Gal4-VP16 UAS-luciferase, luminescence, 20 h; Potency, µM (doses to about 53.6 µM), inactives show at the highest dose activity, negative = inhibition, hits mostly inhibitors; hit rate 3.5% among 310,000; AID 2546;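 further: Gal4-VP16 expression switched on by copper sulfate through the metallothionein promoter; potency means the concentration at half of the fitted maximal effect; on the % scale 0 is the no-effect control and ±100 the full control effect; nearly all actives have a fitted effect of over 50% in size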
KCNH2 3.1 block: inhibitors of human KCNH2 3.1 potassium channel isoform. activity change, % (tested at about 1.8 µM). U2OS KCNH2 3.1, thallium flux FluxOr; active compounds read low. hit rate 0.95% among 340,000;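 active means maximum activity change below -70%; inconclusive means maximum activity change from -70% to -50%; inactive means maximum activity change above -50%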;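 further: thallium influx rate constant from kinetic fluorescence after stimulation buffer; on the % scale 0 is the no-effect control and ±100 the full control effect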
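Steps: virus added to U2OS suspension (4 h, RT, dark); medium with 10% FBS added, cells plated, 37 C overnight; FluxOr/Red40 loading buffer 45 min RT; stimulation buffer, 2 min kinetic read; rate constant normalized.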
uPA generation: blocks generation of uPA at the cell surface. cell surface uPA generation assay, qHTS. Potency, µM (top dose mostly 38.3 µM), inactives show top-dose activity change, negative = inhibition, usual class: inhibitors. hit rate 0.31% among 330,000; active means well fitted inhibition curve with a large enough effect; inconclusive means small, poorly fitted or top-dose-only effect; inactive means no such curve, though single readings can be large or run the other way; tested in mouse RAW 264.7 cells; further: potency means the concentration at half of the fitted maximal effect; on the % scale 0 is the no-effect control and ±100 the full control effect; nearly all actives have a fitted effect of over 55% in size
FLuc modulator: counter-screen for miR-21 project: firefly luciferase inhibitors or activators. hit rate 6.9% among 360,000. Potency, µM (series often up to 57.5 µM), for inactives: at the top dose activity change, negative = inhibition, hits mostly inhibitors. AID 588342. P08659. purified FLuc, Km substrates, luminescence inhibition;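 further: potency means the concentration at half of the fitted maximal effect; plate controls were vehicle for no effect and reference inhibitor for full effect; nearly all actives have a fitted effect of over 55% in size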
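Purified P. pyralis luciferase (10nM final) with 10uM D-luciferin and 10uM ATP (Km levels) in 50mM Tris acetate pH 7.5, 10mM Mg acetate, 0.01% Tween-20, 0.05% BSA; qHTS 6-point titration, ~60 µM downward; luminescence read.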
Coupling enz: inhibits coupling enzyme system, counter-screen for aldolase hits; AID 2472; activity change, negative = inhibition, % at 58.2 µM, hits read low; coupling enzyme system counterscreen, AmpLite Red fluorescence; hit rate 0.67% among 290,000; in the data active means activity change below about -30%; further: on the % scale 0 is the no-effect control and ±100 the full control effect
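Final compound at 57.5 uM, incubated 10 min at RT with coupling enzyme reagent (glyceraldehyde-3-phosphate), then 20 min with substrate and AmpLite Red detection. Fluorescence read at 525/598 nm; tests interference with the coupling assay, not aldolase inhibition.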
Tb PFK inh: blocks T. brucei phosphofructokinase; O15648; T. brucei PFK, ADP-Glo luminescence; Potency, µM (top dose mostly 57.5 µM), without a hit: at the top dose activity, negative = inhibition, actives largely listed as inhibitors; hit rate 0.17% among 330,000; AID 485367;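 further: potency means the concentration at half of the fitted maximal effect; 0% = uninhibited 1x PFK enzyme wells and -100% = no-enzyme wells; nearly all actives have a fitted effect of over 60% in size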
Target sequence (O15648 whole entry, looked up): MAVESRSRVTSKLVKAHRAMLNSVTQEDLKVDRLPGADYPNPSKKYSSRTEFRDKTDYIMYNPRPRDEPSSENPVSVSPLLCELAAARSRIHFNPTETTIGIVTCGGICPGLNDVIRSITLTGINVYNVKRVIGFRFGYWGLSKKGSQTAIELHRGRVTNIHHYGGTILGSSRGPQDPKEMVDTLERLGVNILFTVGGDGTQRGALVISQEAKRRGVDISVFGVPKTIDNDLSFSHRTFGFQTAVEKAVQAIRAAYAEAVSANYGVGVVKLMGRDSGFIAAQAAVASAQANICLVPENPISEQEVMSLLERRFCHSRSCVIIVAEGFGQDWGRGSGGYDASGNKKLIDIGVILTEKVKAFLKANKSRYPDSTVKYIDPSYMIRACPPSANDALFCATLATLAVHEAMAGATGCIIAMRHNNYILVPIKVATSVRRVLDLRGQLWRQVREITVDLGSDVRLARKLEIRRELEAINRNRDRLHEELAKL
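Compounds were pin-transferred as a titration series up to 57 uM into substrate buffer (0.5 mM F6P, 0.1 mM ATP, pH 8.0), then 1.25 nM PFK was added and reactions ran 45 min before ADP-Glo detection.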
Giardia kill: Giardia lamblia killing. Giardia lamblia trophozoite viability. activity change, % at 7.66 µM, hits read low. hit rate 0.15% among 340,000. AID 540267; in the data active means activity change below about -80%; inconclusive means between about -30% and that limit;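 further: parasites exposed to compound for two days anaerobically before the ATP read; on the % scale 0 is the no-effect control and ±100 the full control effect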
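Viability, read as ATP luminescence: trophozoites at 100 cells/well, compound added, 48 hrs anaerobic at 37 deg C, then 15-30 min room-temperature development before reading.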
RORgamma inh: blocks mouse ROR gamma transcriptional activity. hit rate 5.4% among 310,000. P51450. Drosophila S2 Gal4-RORgamma UAS-luciferase reporter, 20 h. Potency, µM (doses to about 53.6 µM), for the others: at the top dose activity change, negative = inhibition, actives largely listed as inhibitors. AID 2551; further: potency means the concentration at half of the fitted maximal effect; on the % scale 0 is the no-effect control and ±100 the full control effect; nearly all actives have a fitted effect of over 60% in size
Target sequence (P51450 whole entry, looked up, the tested form may be a part): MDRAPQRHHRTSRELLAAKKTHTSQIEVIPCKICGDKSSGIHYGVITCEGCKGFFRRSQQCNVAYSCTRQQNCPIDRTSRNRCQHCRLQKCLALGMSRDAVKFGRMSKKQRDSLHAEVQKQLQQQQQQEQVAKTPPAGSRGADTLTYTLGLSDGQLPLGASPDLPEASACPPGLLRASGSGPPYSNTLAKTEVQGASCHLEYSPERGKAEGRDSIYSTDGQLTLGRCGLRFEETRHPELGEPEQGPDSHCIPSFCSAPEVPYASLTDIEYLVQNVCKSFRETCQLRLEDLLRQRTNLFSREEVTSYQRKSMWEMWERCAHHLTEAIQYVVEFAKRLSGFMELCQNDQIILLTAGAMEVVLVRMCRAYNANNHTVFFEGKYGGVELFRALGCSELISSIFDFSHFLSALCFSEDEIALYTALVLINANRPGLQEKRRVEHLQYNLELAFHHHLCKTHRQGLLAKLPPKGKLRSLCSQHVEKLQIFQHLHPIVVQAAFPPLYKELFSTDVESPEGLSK
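Using a luciferase readout, inhibitors were identified by reduced reporter activity in Drosophila cells coexpressing a copper-inducible Gal4–ROR gamma fusion and UAS-driven Photinus luciferase, incubated 20 hr after 700 uM copper sulfate.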
ELG1 genotoxic: genotoxicity induction in ELG1-luciferase HEK293T cells; Potency, µM (top dose mostly 46 µM), for inactives: at the highest dose activity change, positive = activation, usual class: activators; AID 504466; hit rate 1.3% among 330,000; HEK293T ELG1-luciferase reporter, luminescence, 16 h; further: potency means the concentration at half of the fitted maximal effect; % of control where 0% means no effect; nearly all actives have a fitted effect of over 60% in size
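Luminescence read-out: rising ELG1-luciferase signal, reflecting elevated ELG1 protein under genetic stress, flags genotoxic compounds. Cells were treated for 16 hr at 37 °C before ONE-Glo detection.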
* hit, by the source's call; ? = inconclusive; nt = no result given; & = joins results of further samples; [ ] = another dose, or the depositor's remark. Unless noted, the call rests on the fitted dose curve; in most records, active means well fitted curve in the direction sought with a large enough effect; inconclusive means small, poorly fitted or top-dose-only effect, or another doubt; inactive means no such curve, though single readings can be large; an effect the other way counts as inactive or inconclusive. Compounds were not picked by outcome; overall some 14% were active at least once.

Order of values: VP16 counter | KCNH2 3.1 block | Rab9 prom act | Giardia kill | ELG1 genotoxic | Coupling enz | uPA generation | RORgamma inh | FLuc modulator | Tb PFK inh | NPC1 prom act
1	CCn1c(CNC(=O)c2ccco2)nnc1SCC(=O)Nc1ccccc1Cl
 : -3% | -11 | -3% | 22 | -5% | -1 | 3% | 19% | 0% | 2% | -6%
2	CCOC(=O)CN1C(=O)C(Sc2n[nH]c(-c3cccc(C)c3)n2)CCc2ccccc21 (centres undefined)
 : -8% | 4 | 1% | 6 | -8% | 0 | 1% | ? | 4% | 0% | -2%
3	NC(=O)Nc1n[nH]c(-c2ccccc2)n1
 : -4% | -1 | 0% | 9 | 9% | -1 | -2% | 33% | -7% | -1% | 4%
4	O=C(Cn1nnc(-c2ccccc2)n1)N/N=C/c1cc([N+](=O)[O-])c(Cl)cc1Cl
 : ? | -25 | 11% | 17 | 6% | 0 | -4% | 3% | -1% | -2% | 0%
5	Cc1onc(-c2c(F)cccc2Cl)c1C(=O)NCCN1CCNC1=O
 : ? | -4 | -2% | 3 | -5% | 0 | 2% | -13% | -3% | -4% | -4%
6	CCCn1nnnc1NCc1ccccc1C
 : -4% | 10 | 1% | 3 | -3% | 2 | -2% | ? | -1% | 2% | -2%
7	CCc1cc(=O)oc2cc(OCC(=O)N3CCC(C(N)=O)CC3)ccc12
 : 0% | 1 | 3% | 13 | 1% | -1 | 2% | -8% | 0% | 1% | -2%
8	COC(=O)c1cc(OC)c(OC)cc1NC(=O)CCCCCN1C(=O)CCC1=O
 : 15% | 2 | -4% | -8 | 0% | -2 | -6% | 6% | -2% | 1% | -4%
9	CCCC(=O)Nc1ccc2nc(SCC(=O)Nc3ccc(N4CCOCC4)c(Cl)c3)sc2c1
 : -10% | -6 | 29% | -1 | -12% | -6 | -3% | 42% | 3.8µM* | -3% | 4µM*
10	O=C(NCc1ccc(Cl)cc1)c1cc([N+](=O)[O-])ccc1Cl
 : -3% | 0 | -14% | -10 | ? | 2 | ? | 1% | 2% | 8% | -14%
11	N#Cc1ccc(NC(=O)N2CCC(c3nc4c(nnn4Cc4cccc(Cl)c4)c(=O)[nH]3)CC2)cc1
 : -23% | 5 | 4% | 4 | 1% | 1 | -4% | -11% | 0% | 0% | -2%
12	Cc1ccc(CNC(=O)c2ccc(CS(=O)(=O)c3ccccc3)o2)cc1
 : 0% | 1 | 1% | 0 | -13% | nt | 0% | 3% | 1% | -2% | 2%
13	COc1ccc(N2C(=O)N3[C@@H]4c5ccccc5OC[C@@H]4[C@@H](c4ccccc4)[C@@]3(C)C2=O)cc1
 : nt | -17 | nt | -24 | 0% | nt | 25% | nt | nt | -1% | nt
14	CCN(C(=O)c1ccc(S(=O)(=O)N2CCCC2)cc1)C1CCS(=O)(=O)C1 (centres undefined)
 : nt | 8 | -2% | -6 | -1% | nt | -5% | nt | 5% | 1% | -1%
15	CC(=O)N1CC=CC1(CC(C)C)C(=O)NCCc1c[nH]c2ccccc12 (centres undefined)
 : 1%&2% | -21 | 3% | 8 | 2% | 4&2 | ? | -8%&10% | ? | -2% | -2%
16	O=C(Nc1ccc2c(c1)OCCO2)c1cc2sccc2n1Cc1ccc(F)cc1
 : -4% | 9 | 28% | 9 | -1% | -7 | -1% | ? | ? | 1% | 13%
17	CCC(C)C(NS(=O)(=O)c1ccc(C)cc1)C(=O)N1CCOCCOCCOCC1 (centres undefined)
 : -5% | -4 | -3% | -18 | -4% | 1 | -2% | -9% | 0% | 0% | -3%
18	COc1ccc(NC(=O)CSc2nnc(C3CCCCC3)n2N)c(OC)c1
 : -7% | 1 | -4% | -5 | 0% | -3 | -5% | 4% | 3% | 2% | 0%
19	CC1CCN(C(=O)CSc2nc(C3CC3)nc3ccccc23)CC1
 : -5% | -1 | 0% | -9 | -14% | 4 | -7% | 33% | -2% | 10% | 3%
20	COC(=O)c1scc(C)c1NC(=O)C1CCCCC1
 : 1% | 8 | -6% | -6 | 2% | 2 | -4% | -12% | 1% | -1% | -2%
21	NS(=O)(=O)c1ccc(CCNC(=O)CCCn2c(=O)[nH]c3ccc(Br)cc3c2=O)cc1
 : 2% | 8 | -3% | -7 | -1% | -1 | -1% | 19% | 3% | -1% | -4%
22	CC(C)Oc1ccc(CCC(=O)NNC(=O)c2ccccc2C(=O)O)cc1
 : 6% | 4 | -2% | -4 | 2% | 0 | 2% | 29% | -8% | 1% | 6%
23	Clc1ncc(CN2CCN(c3ccccc3)CC2)s1
 : -5% | -11 | -2% | 15 | -3% | -1 | 2% | 0% | 0% | -5% | -2%
24	Cc1cc(C(=O)N2CCC(Cc3ccccc3)CC2)c(C)o1
 : 4% | 4 | -6% | -5 | -16% | 2 | -10% | -3% | 2% | 1% | -5%
25	Cc1onc(-c2ccccc2Cl)c1C(=O)N(Cc1ccccc1)C(C)C
 : 1% | 2 | -6% | -13 | -8% | -2 | 9% | -7% | 2% | -11% | -2%
26	O=C(O)CCNS(=O)(=O)c1ccc(Oc2ccccc2)cc1
 : 2% | -3 | -5% | 4 | -1% | 6 | nt | 24% | -1% | -1% | -3%
27	CCOC(=O)C1=NN(C(=O)c2ccccc2)C(O)(c2ccc(C)cc2)C1 (centres undefined)
 : 28µM* | -16 | -4% | 0 | 1% | 4 | 2% | 10µM* | ? | 1% | -1%
28	O=C1N2CCSC2=NC1(NS(=O)(=O)c1ccccc1)C(F)(F)F (centres undefined)
 : -5% | -12 | 7% | -11 | 1% | 0 | 0% | -5% | 6% | 0% | -2%
29	O=C(NCC1CCCO1)C(c1ccncc1)N(Cc1cccs1)C(=O)CN1C(=O)c2ccccc2S1(=O)=O (centres undefined)
 : ? | -1 | -4% | -23 | 10% | -4 | -8% | 20% | 13µM* | 0% | -3%
30	Cc1[nH]n(-c2ccc(Cl)c(Cl)c2)c(=O)c1CCO
 : ? | 7 | -2% | 40[activator] | 1% | -5 | 3% | -29% | -6% | -4% | 2%

Sorted by length of the SMILES (lowest first): 3 of the compounds above.
Order of values: VP16 counter | KCNH2 3.1 block | Rab9 prom act | Giardia kill | ELG1 genotoxic | Coupling enz | uPA generation | RORgamma inh | FLuc modulator | Tb PFK inh | NPC1 prom act
26	O=C(O)CCNS(=O)(=O)c1ccc(Oc2ccccc2)cc1
 : 2% | -3 | -5% | 4 | -1% | 6 | nt | 24% | -1% | -1% | -3%
28	O=C1N2CCSC2=NC1(NS(=O)(=O)c1ccccc1)C(F)(F)F (centres undefined)
 : -5% | -12 | 7% | -11 | 1% | 0 | 0% | -5% | 6% | 0% | -2%
21	NS(=O)(=O)c1ccc(CCNC(=O)CCCn2c(=O)[nH]c3ccc(Br)cc3c2=O)cc1
 : 2% | 8 | -3% | -7 | -1% | -1 | -1% | 19% | 3% | -1% | -4%

(continued)
Order of values: VP16 counter | KCNH2 3.1 block | Rab9 prom act | Giardia kill | ELG1 genotoxic | Coupling enz | uPA generation | RORgamma inh | FLuc modulator | Tb PFK inh | NPC1 prom act
31	CC1CCCN(S(=O)(=O)c2cccc3nonc23)C1 (centres undefined)
 : -7% | 1 | -2% | -7 | 0% | nt | -1% | 1% | -2% | -3% | -2%
32	O=C1CC(c2ccccc2)N1c1ccccc1 (centres undefined)
 : -6% | -2 | -2% | -6 | 1% | -2 | -2% | -8% | -1% | 2% | 2%
33	O=C(COC(=O)c1cccc(S(=O)(=O)N2CCc3ccccc32)c1)NCc1ccco1
 : 2% | -5 | -4% | 5 | -3% | 0 | 0% | 20% | -7% | -1% | -3%
34	O=C(CSc1nnc(-c2ccccn2)n1-c1ccc(Cl)cc1)Nc1ccc2c(c1)OCO2
 : -9% | -73* | 12% | -8 | 11% | 0 | nt | 21% | 1% | -2% | 1%
35	O=C(c1ccccc1)c1cn[nH]c1-c1ccccc1O
 : -4% | -4 | -8% | -6 | 0% | 2 | -3% | -10% | -8% | 0% | -4%
36	CCOC(=O)C(Cc1ccccc1)C(=O)c1ccco1 (centres undefined)
 : nt | 27 | 0% | 5 | 1% | nt | -19% | nt | -1% | 2% | -1%
37	CN(CC(=O)Nc1ccccc1Br)C(=O)CNC(=O)c1ccco1
 : nt | -2 | -3% | 18 | 3% | nt | 30% | nt | -2% | -8% | 0%
38	O=C(CCCOc1ccc(Cl)cc1Cl)NN1CCOCC1
 : -3% | 1 | -2% | -9 | 4% | -4 | 0% | ? | -3% | -1% | -2%
39	COc1ccccc1CNC(=O)c1cccc(C)c1[N+](=O)[O-]
 : -3% | 4 | 1% | 14 | 0% | -1 | 5% | 20% | 5% | -7% | 0%
40	COC(=O)CSc1nc2cc(C)cc(C)c2cc1C#N
 : 1% | 9 | 29% | -8 | 4% | -1 | 3% | -12% | -2% | 1% | ?
41	O=C(CSc1nc2ccccc2nc1N1CCCCC1)N1CCN(c2ccccc2)CC1
 : 6% | -6 | 2% | 18 | 3% | -2 | -7% | 20% | 1% | 1% | 0%
